NF-kB neuron act: raises NF-kB expression in human neuronal cells; NF-kB reporter expression; hits give high values; AID 1239; fold change at 12.5 µM; 1.6% of 190,000 active; in the data active means fold change above about 3.3
Hsp70 activator: transcriptional activators of Hsp70; HeLa Hsp70 promoter luciferase reporter, luminescence; scaled: vehicle 0, proteasome-inhibitor control 100%; activation, % at 10 µM; 0.04% of 200,000 active; AID 1203;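 active means activation above the mean across all tested compounds plus 3 SD, cutoff set per campaign, cut at about 5.5% in these data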;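 further: 100% = MG132 at 30 µM as the positive control and 0% = DMSO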
STAT1 act: increases IFN-gamma driven STAT1 reporter signal; NIH 3T3 STAT1-luciferase reporter, luminescence; 100% = IFN-gamma alone, no compound; activation (% of control), % at 5.5 µM; 2.6% of 200,000 active; AID 932;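 active means activation above the screen-wide mean activation plus 3 SD, cut at about 130% in these data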;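 further: raw ratio to IFN-gamma control signal so 100% means no change and 0% no light; values of inactives mirror those of a sister screen read the other way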
STAT1 inh: STAT1 signaling inhibition; 0.35% of 200,000 active; NIH 3T3 STAT1-luciferase reporter, IFN-gamma, luminescence; inhibition, % at 5.5 µM; AID 920;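 active means inhibition above a set limit, the mean inhibition across all tested compounds plus 3 SD, cut at about 34% in these data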;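 further: 0% = IFN-gamma with DMSO and 100% = IFN-gamma with 300 µM nifuroxazide; values of inactives mirror those of a sister screen read the other way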
APP transl inh: APP translation inhibition; SH-SY5Y APP 5'UTR-luciferase reporter, luminescence; inhibition, % at 2 µM; 0.82% of 190,000 active; AID 1285;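 active means inhibition above a set limit, derived from the sample mean plus 3 SD, cut at about 45% in these data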; further: values of inactives mirror those of a sister screen read the other way
RAM inhibit: yeast RAM network inhibition | inhibition, % at 50 µM | S. cerevisiae dse1pr::URA3 reporter, 5-FOA growth OD615, 2 d; analog-sensitive cbk1-as2 kinase mutant strain | 1.8% of 190,000 active;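 active means inhibition above a set limit, 3 SD over mean compound inhibition, cut at about 8.4% in these data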;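 further: 0% = DMSO-only wells with no growth and 100% = 10 µM 1-NA-PP1 full growth; inhibition rescues growth on 5-FOA so higher OD means more RAM inhibition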
STAT3 blocker: reduces IL-6 driven STAT3 reporter signal. inhibition, % at 5.5 µM. 0.89% of 190,000 active. U3A cells, IL-6 STAT3-luciferase reporter, luminescence; host cell line lacks STAT1. AID 862;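 active means inhibition above the mean inhibition across all screened compounds plus 3 SD, cut at about 44% in these data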;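 further: 0% = DMSO only wells and 100% = 100 µM nifuroxazide control wells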
APP 5'UTR act: APP 5'UTR luciferase reporter activation; SH-SY5Y APP 5'UTR luciferase reporter, luminescence; zero percent = DMSO vehicle wells; 1% of 190,000 active; AID 1276; activation, % at 2 µM;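 active means activation above a set limit, based on mean plus 3 SD of controls, cut at about 140% in these data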; further: values of inactives mirror those of a sister screen read the other way
STAT3 activator: STAT3 signaling activation; U3A cells, IL-6 STAT3-luciferase reporter, luminescence; 100% = signal with IL-6 EC80 alone; 0.91% of 190,000 active; activation (% of control), % at 5.6 µM;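 active means activation above the screen-wide mean of compound activation plus 3 SD, cut at about 130% in these data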;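 further: 0% = background luminescence of wells with medium and substrate only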
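Material: STAT1-lacking human U3A cells, STAT3 luciferase reporter | Benchmarks: IL-6-only wells as 100% reference | Probe or stimulus: IL-6 (33 ng/mL) | Timing: Compound 1 h, then IL-6 6 h at 37 °C | Detection: Luminescence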
FLuc inh counter: counter-screen for luciferase assay inhibitors: firefly luciferase inhibition. ATPLite firefly luciferase biochemical luminescence, 10 min. inhibition, % at 10 µM. 1.5% of 200,000 active. AID 1006;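 active means inhibition above about 50% when tested at 10 µM, limit read from the data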
Target sequence (P08659 whole entry, looked up): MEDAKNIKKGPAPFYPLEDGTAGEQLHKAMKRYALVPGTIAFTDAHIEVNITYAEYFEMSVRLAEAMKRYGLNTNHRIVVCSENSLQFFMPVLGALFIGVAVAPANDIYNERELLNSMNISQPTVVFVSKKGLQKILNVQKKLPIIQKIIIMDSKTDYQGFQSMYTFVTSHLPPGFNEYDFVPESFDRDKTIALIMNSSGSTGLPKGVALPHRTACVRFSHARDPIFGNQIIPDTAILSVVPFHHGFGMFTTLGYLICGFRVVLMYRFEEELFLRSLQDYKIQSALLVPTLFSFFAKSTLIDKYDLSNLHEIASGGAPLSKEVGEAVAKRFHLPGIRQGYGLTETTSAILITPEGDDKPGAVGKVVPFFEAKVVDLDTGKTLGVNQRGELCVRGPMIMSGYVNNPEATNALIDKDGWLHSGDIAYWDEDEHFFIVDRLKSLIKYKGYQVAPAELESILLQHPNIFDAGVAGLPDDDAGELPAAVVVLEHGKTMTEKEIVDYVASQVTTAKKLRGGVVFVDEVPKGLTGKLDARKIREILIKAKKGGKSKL
An asterisk follows results filed as active; / = not tested or not shown.

SMILES	NF-kB neuron act	Hsp70 activator	STAT1 act	STAT1 inh	APP transl inh	RAM inhibit	STAT3 blocker	APP 5'UTR act	STAT3 activator	FLuc inh counter
COc1ccc(-c2ccc(SCC(=O)Nc3cc(C)on3)nn2)cc1OC	1.2	0.3	84	17	-26	1.4	-10	26	111	25
CCOc1ccc(N2C(=O)CC(N3CC(C)OC(C)C3)C2=O)cc1 (stereo not drawn)	1.1	0.3	98	4	6	0.4	3	-6	101	-9
O=C1NC(c2cccc(Br)c2)=N/C1=C\c1ccco1	2.3	-0.1	93	8	-34	1.0	20	34	85	10
CCCCOC(=O)c1ccc(NC(=O)C(=O)NCc2ccco2)cc1	1.4	-0.1	105	-4	-4	1.7	12	4	94	-6
CCN1CCN(CCNC(=O)c2ccc(/C=C3/Sc4ccccc4N(Cc4cccc(Cl)c4)C3=O)cc2)CC1	0.64	0.1	98	2	-27	-2.1	9	27	102	-6
Cc1oncc1C(=O)NC(C)C	1.1	-0.1	98	2	/	2.6	9	/	98	-5
CC(C)N(c1ccccc1)c1ccc(NC(=O)CCl)cc1	1.1	0.3	73	28	10	3.9	33	-10	77	-5
O=C(Nc1cccc(F)c1)C1CCN(C(=O)c2ccc(Br)cc2)CC1	0.91	-0.3	101	0	18	2.0	8	-18	93	-4
O=C(NCc1ccc2c(c1)OCO2)C1CCC(CNS(=O)(=O)c2ccc(Cl)cc2)CC1 (stereo not drawn)	1.2	-0.4	91	9	-2	1.4	13	1	94	-4
CCC(CC)c1nc(NCCC(=O)O)c2ccccc2n1	1.1	0.3	100	0	6	0.9	15	-7	91	-7
CC(=O)Nc1sc(N)nc1-c1ccccc1	1.1	-0.1	102	-2	3	3.3	2	-3	106	-6
COc1ccc(/C=C2/CC/C(=C\c3ccc(OC)c(OC)c3OC)C2=O)c(OC)c1OC	1	-0.3	87	15	-9	4.7	7	9	98	-4
CCCc1nnc(NC(=O)c2cc3ccccc3oc2=O)s1	1.4	-0.4	99	-7	12	3.4	23	-12	81	-4
CC(CNS(=O)(=O)c1cc(Cl)ccc1Cl)CN(C)C (stereo not drawn)	0.88	-0.7	92	8	0	1.9	12	0	91	0
Cc1ccc(NC(=O)c2cc(N3C(=O)C4CC=CCC4C3=O)ccc2N2CCOCC2)cc1Cl (stereo not drawn)	1.6	-0.2	108	-8	-11	7.1	-2	11	106	-6
CCCCCC(=O)Nc1ccc2oc(-c3ccncc3)nc2c1	0.96	0.2	104	-4	-8	-0.5	22	7	82	-6
Cc1onc(-c2ccccc2Cl)c1C(=O)OCC(=O)c1ccccc1	0.99	-0.3	93	7	-1	7.5	-10	1	105	-4
Cc1cccc(-c2nnc(SCc3ccc(C#N)cc3)n2Cc2ccco2)c1	1.4	-0.5	97	3	6	2.6	1	-6	102	-4
CCCCNS(=O)(=O)c1cccc(S(=O)(=O)N2CCCC2)c1	0.91	-0.3	101	-2	-2	1.3	-2	2	105	-9
O=C(/C=C1\NC2(CCCC2)Cc2ccccc21)N1CCOCC1	0.86	0.3	101	-1	5	0.0	3	-5	101	0
Cc1ccc2[nH]c(C)c(CCNC(=O)NC3CCCCC3)c2c1	1.1	-0.2	93	9	3	1.0	28	-3	79	0
O=C(c1cc(-c2ccc(Cl)cc2)n(-c2ccc(Cl)c(Cl)c2)n1)N1CCOCC1	1.1	-0.2	104	-4	-10	3.7	-1	10	105	-4
CCn1cc(C(=O)NCCCOC)c(=O)c2cc(S(=O)(=O)N(C)C3CCCCC3)ccc21	0.58	-0.2	99	1	15	-0.9	4	-15	101	-6
COc1ccccc1N(CC(=O)NC(C)(C)C)C(=O)Cn1nnc(-c2ccc(C)o2)n1	0.85	0.4	99	1	-1	1.1	2	1	103	5
CCOc1ccc(NC(=O)N2CC=C(n3c(=O)[nH]c4ccccc43)CC2)cc1	0.62	-0.5	100	0	0	2.1	7	0	95	-1
CCOC(=O)CCS(=O)(=O)c1nc(-c2ccccc2)cc(C(F)(F)F)n1	0.93	0.5	63	40*	30	-1.2	8	-31	96	2
Cc1c(C=O)c(C=O)c(C)n1Cc1ccccc1	0.94	-0.3	108	-13	25	-0.9	16	-25	88	0
O=S1(=O)CCN2C(Cc3ccc(SC(F)F)cc3)=CSC2=N1	1.1	-0.1	95	5	6	3.9	4	-6	100	-4
CCN(CC)S(=O)(=O)c1cccc(-c2nnc(SCC(=O)NC)n2N)c1	1.5	-0.3	104	-6	-7	1.5	-7	7	108	4
CCOC(=O)c1nc(-c2ccc3c(c2)OCO3)[nH]c1C	1.5	-0.1	110	-9	-18	1.5	2	18	99	16
O=C(CN1CCN(C(=O)c2cccc(F)c2)CC1)Nc1ccccc1F	0.93	-0.2	103	-3	0	0.1	-1	0	102	-2
Oc1c(C(Nc2nccs2)c2ccc(C(F)(F)F)cc2)ccc2cccnc12 (stereo not drawn)	0.61	-0.2	96	3	66*	-1.4	10	-66	101	4
CN(C)c1ccc(/C=N/NC(=O)CCC(=O)NCc2ccccc2)cc1	1.1	-0.1	93	8	14	1.1	11	-14	94	0
Cc1cc(C)c(NC(=O)COC(=O)Cc2ccsc2)c(C)c1	1.3	-0.3	96	4	-19	1.5	16	19	90	-3
O=C(COC(=O)c1cccs1)NCc1ccc2c(c1)OCO2	1.1	-0.2	102	-3	7	1.0	13	-7	95	-4
CCOC(=O)C(C)Sc1nc(=O)n2cccc(C)c2n1 (stereo not drawn)	1.1	0.0	94	5	-2	-0.1	20	2	85	-1
Cc1cccc(N2CCN(C(=O)/C=C/c3ccco3)CC2)c1C	1.6	-0.1	99	1	3	-1.7	-1	-3	104	-4
S=c1nc(-c2ccccc2)[nH]c2ccccc12	1	-0.1	93	6	3	0.4	-13	-3	111	-6
COc1cc(NS(=O)(=O)c2ccc(N/C=C(\C#N)c3nc4cc(Cl)ccc4o3)cc2)nc(OC)n1	0.71	-0.3	93	7	-1	9.1*	16	1	91	-11
COc1ccc(-n2cnc3cc(NS(=O)(=O)c4ccccc4)ccc32)cc1	1.1	-0.1	117	-16	-12	5.8	-9	12	111	-3
CC(Oc1ccc(Cl)cc1)C(=O)Nc1nccs1 (stereo not drawn)	0.94	-0.2	94	6	10	1.0	12	-10	93	3
Cc1ccc(S(=O)(=O)c2c(N)n(NC(=O)c3ccccc3C)c3nc4ccccc4nc23)cc1	1.1	-0.1	102	-2	3	4.5	5	-3	99	-8
CC(C)C[C@H](NC(=O)Nc1ccccc1F)C(=O)O	1.1	-0.3	94	6	8	-0.7	7	-8	94	-6
O=S(=O)(c1ccc(Cl)cc1)N1CCC2(CC1)CO2	1.6	-0.1	102	-4	-14	0.4	1	14	103	-3
CCOc1cc(C2C(C(C)=O)=C(O)C(=O)N2CCc2c[nH]c3ccccc23)ccc1O (stereo not drawn)	1.3	-0.4	107	-9	-12	1.4	-11	12	111	-6
COc1cc(N(C)C)c([N+](=O)[O-])cc1C(=O)N1CCOCC1	1	0.1	97	2	-7	0.8	5	7	100	0
Cc1cc(C)n(C(=O)CNC(=O)CCc2ccccc2)n1	1.1	-0.3	101	-1	-1	0.9	5	1	99	-1
O=C(CSc1nc2ccccc2c(=O)n1-c1ccc(F)cc1)Nc1cc(S(=O)(=O)N2CCOCC2)ccc1Cl	0.8	-0.1	85	17	-18	3.6	-1	18	104	-4
CN(C)C(=S)Nc1ccc2c(c1)OCO2	1.1	-0.2	104	-5	-19	0.3	23	19	85	-1
c1cc2c3c(cccc3c1)C(N1CCCCC1)=N2	1.1	-0.5	106	-7	-22	2.0	8	22	100	-5
Remaining list, next part.
SMILES	NF-kB neuron act	Hsp70 activator	STAT1 act	STAT1 inh	APP transl inh	RAM inhibit	STAT3 blocker	APP 5'UTR act	STAT3 activator	FLuc inh counter
CC1=NC(=O)C(N=Nc2cccc(O)c2)N1c1ccccc1 (stereo not drawn)	4.2*	0.9	113	-14	-109	2.7	-89	109	185*	12
Fc1ccc(CSc2nnc(-c3cc4c(s3)-c3ccccc3CC4)o2)cc1	1.5	-0.1	91	10	4	22*	-14	-4	117	-6
Cn1cccc1-c1nc2ccccc2n1Cc1ccccc1	0.79	-0.2	100	-1	-11	0.4	25	11	83	-7
O=C(Nc1ccc(Cl)c(Cl)c1)c1ccc(Cn2c(=O)[nH]c3ccsc3c2=O)cc1	1	-0.2	99	1	9	8.1	4	-9	97	-5
S=C1CSc2ccccc2N1	0.91	-0.4	93	6	-11	-1.0	2	11	100	6
CCOC(=O)CSc1nc(C)cc(C)n1	0.97	0.1	107	-8	-4	1.4	-2	4	102	-5
CC(C)(C)NC(=O)c1cccc(NC(=O)Cc2ccc(Br)cc2)c1	0.73	-0.3	92	9	-1	2.5	2	1	101	-6
C/C(N)=C(/C#N)C(=O)COC(=O)c1ccc(C#N)cc1	0.87	-0.1	106	-8	-7	0.6	-8	7	108	-4
CC(Cc1ccccn1)NC(=O)CCc1nnc(C2CCCCC2)o1 (stereo not drawn)	1.2	0.0	108	-9	-5	0.1	8	5	104	-7
CSc1nnc(C(C)c2ncc(C(F)(F)F)cc2Cl)n1C (stereo not drawn)	1	-0.1	104	-5	-1	0.0	-5	1	106	-3

Screening data deposited in PubChem by several laboratories.
